Screens (PubChem)
E coli Lon inh: inhibits E. coli Lon protease; actives 0.42% (n = 360,000); purified E. coli Lon protease, fluorescence polarization; inhibition, % at 7.94 µM; in the data active = inhibition above about 13%, passing the limit was not always enough;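 note: 0% = enzyme with probe and DMSO and 100% = no enzyme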
Target sequence (P0A9M0 whole entry, looked up): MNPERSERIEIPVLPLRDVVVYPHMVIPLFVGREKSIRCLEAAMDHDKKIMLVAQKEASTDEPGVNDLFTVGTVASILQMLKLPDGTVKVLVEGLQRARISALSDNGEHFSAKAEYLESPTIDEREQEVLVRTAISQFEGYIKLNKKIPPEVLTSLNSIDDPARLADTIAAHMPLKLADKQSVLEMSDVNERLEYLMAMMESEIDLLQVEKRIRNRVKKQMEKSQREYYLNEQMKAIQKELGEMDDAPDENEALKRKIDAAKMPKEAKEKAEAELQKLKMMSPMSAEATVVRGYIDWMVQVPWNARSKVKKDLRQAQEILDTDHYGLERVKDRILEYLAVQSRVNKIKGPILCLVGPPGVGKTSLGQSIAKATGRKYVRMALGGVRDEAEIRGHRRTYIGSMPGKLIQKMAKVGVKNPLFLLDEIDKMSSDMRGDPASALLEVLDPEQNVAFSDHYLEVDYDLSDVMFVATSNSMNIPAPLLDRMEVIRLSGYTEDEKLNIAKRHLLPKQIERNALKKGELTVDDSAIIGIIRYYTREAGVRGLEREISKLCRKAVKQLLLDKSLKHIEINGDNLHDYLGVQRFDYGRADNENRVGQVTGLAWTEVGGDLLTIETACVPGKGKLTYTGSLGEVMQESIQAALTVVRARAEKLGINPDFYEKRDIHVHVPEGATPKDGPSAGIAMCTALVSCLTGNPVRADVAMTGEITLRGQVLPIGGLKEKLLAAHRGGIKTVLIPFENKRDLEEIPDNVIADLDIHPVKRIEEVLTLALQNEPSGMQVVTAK
STEP block: STEP (human) phosphatase inhibition. P54829. recombinant STEP, OMFP fluorogenic substrate, fluorescence. inhibition, % at 20 µM. actives 0.25% (n = 360,000). AID 588621;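 active = inhibition at 20 µM, scaled per plate between control wells, above about 37%, limit read from the data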;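 note: 0% = DMSO with enzyme and substrate and 100% = substrate only without enzyme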
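System: STEP phosphatase, cell-free reaction; Buffer or medium: Bis-Tris pH 6.0 buffer with DTT, detergent; Incubation: 20 min at room temperature, dark; Measured by: fluorescence, 480/540 nm.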
NRP1-CendR mod: NRP-1/CendR interaction modulation | O14786 | FAM-RPARPAR peptide binding to NRP-1, fluorescence polarization | inhibition, % at 25 µM | actives 0.85% (n = 360,000) | AID 602438;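 active = inhibition or corrected inhibition above about 18%, plus a signal ratio from 0.5 to 1.5, limit read from the data, passing the limit was not always enough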; note: strong numbers were not always called active
SUMO1 PPI mod: SUMO1-SIM interaction modulation. actives 0.33% (n = 360,000). inhibition, % at 20 µM. AID 602429. SUMO1 binding to a labelled peptide, TR-FRET, 1 h. P63165; in the data active = inhibition above about 37%
Scp-1 inhibitor: blocks human Scp-1 phosphatase activity; Q9GZU7; Recombinant Scp1, phosphopeptide, malachite green phosphate absorbance; inhibition, % at 20 µM; actives 0.88% (n = 340,000); AID 493091;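 active = inhibition above about 50% at 20 µM, limit read from the data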;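 note: plate controls were DMSO wells with enzyme for no effect and wells lacking enzyme for full effect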
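Test system – truncated SCP-1 phosphatase (76-261aa) · Reagent – Phosphorylated 17-residue peptide substrate · Incubation – 45 min room-temperature reaction, 5 min colour, 30 min stabiliser · Detection – colorimetric phosphate reagent with accelerator and stabiliser, absorbance at 630 nm · Measure – % inhibition at 20 µM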
MsrA act: activators of bovine methionine sulfoxide reductase A; activation, % at 10.6 µM; AID 602163; actives 0.3% (n = 360,000); purified bovine MsrA, absorbance read-out; in the data active = activation above about 7.5%;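 note: 0% = vehicle and 100% = reference activator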
TbMetRS inhib: Trypanosoma brucei MetRS inhibition; AID 624268; purified T. brucei MetRS, ATP depletion, Kinase-Glo luminescence; actives 0.4% (n = 360,000); inhibition, % at 11.9 µM;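 active = inhibition above a per-plate cutoff of the control wells' mean inhibition plus 3 SD, cut at about 5.5% in these data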;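 note: 0% = DMSO wells median and 100% = median of wells with control inhibitor compound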
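Material – parasite MetRS enzyme · Medium – HEPES-MgCl2-KCl buffer plus DTT, spermine, BSA, pyrophosphatase · Reagent – ATP, methionine and E. coli bulk tRNA substrates · Times – 15 min enzyme-compound preincubation, 2 h reaction, 10 min detection, 25 °C · Measured by – luminescence of leftover ATP · Evaluation – percent inhibition relative to median high and low control wells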
DNMT1 block: inhibitors of human DNMT1 | P26358 | DNMT1 molecular beacon, Hinp1I cleavage, fluorescence | inhibition (reported as % activation of signal), % at 10 µM | actives 0.83% (n = 360,000); in the data active = inhibition above about 50%
LMPTP block: blocks human LMPTP phosphatase. recombinant LMPTP-A, OMFP fluorogenic substrate, fluorescence intensity. inhibition, % at 20 µM. actives 0.22% (n = 360,000). AID 651560;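 active = compounds that cut the enzyme signal by at least half of the control window in the single-dose screen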;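 note: plate controls were DMSO wells with enzyme plus substrate for no effect and substrate without enzyme for full effect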
Target sequence (P24666 whole entry, looked up): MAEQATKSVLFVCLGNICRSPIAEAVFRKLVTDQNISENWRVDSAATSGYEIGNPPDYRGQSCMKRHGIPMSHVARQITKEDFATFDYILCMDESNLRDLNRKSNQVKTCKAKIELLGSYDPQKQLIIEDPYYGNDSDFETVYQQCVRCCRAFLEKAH
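Buffer or medium: Bis-Tris pH 6.0, DTT, detergent; Assay system: LMPTP-A enzyme; Quantity: 0.625 nM enzyme; Detection: endpoint fluorescence intensity; Times: 50 min dark incubation at room temperature; Controls: substrate-only low control, DMSO enzyme-plus-substrate high control; Doses: single 20 µM dose; Read-out: percent inhibition versus substrate-only and uninhibited controls; Reagent: 400 µM OMFP.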
MsrA inh: inhibitors of bovine MsrA. purified bovine MsrA, absorbance read-out. inhibition, % at 15.5 µM. actives 0.75% (n = 360,000). AID 651718; in the data active = inhibition above about 4.5%;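 note: 0% = vehicle wells with enzyme and 100% = reference inhibitor wells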
The depositor's hits bear a star; · = no result given.

Each structure is followed by: E coli Lon inh, STEP block, NRP1-CendR mod, SUMO1 PPI mod, Scp-1 inhibitor, MsrA act, TbMetRS inhib, DNMT1 block, LMPTP block, MsrA inh
- CSc1nnc(-c2nnc(SC)n2-c2ccccc2)n1-c1ccccc1
    -4.8, -3.9, -12.1, -1.5, -10.9, -7.9, 0.0, 6.3, -1.3, -1.1
- CN1CCN(C(=O)c2ccc(Oc3ccc([N+](=O)[O-])cc3)cc2)CC1
    -0.4, 15.6, -14.0, -16.3, -4.7, -3.0, -0.4, -1.2, -1.2, -0.1
- Cc1cc(C)c(NC(=O)CSc2nc3ccccc3c(=O)n2CCCN2CCOCC2)c(C)c1
    1.2, 0.5, 6.9, 0.2, -7.2, -6.1, -0.5, 0.6, 3.4, -0.4
- Cc1ccc(NC(=O)c2ccc3c(c2)C(=O)N(c2cc(C)ccc2C)C3=O)nc1
    -7.0, 0.1, -3.5, -6.2, -3.6, -2.5, -0.3, 5.2, -2.4, -0.7
- CN1/C(=C\C=N\NC(=O)c2cccnc2)C(C)(C)c2ccccc21
    -0.3, 0.4, 0.1, -5.6, -3.0, -4.6, -0.5, -3.0, -0.6, 0.6
- Cc1ccc(NC(=S)NC2CCSc3ccccc32)cc1C (stereo unspecified)
    4.6, -2.0, -4.0, 3.6, 0.1, -12.0, -0.7, 1.2, 0.7, 0.4
- Cc1ccc(S(=O)(=O)N(C)C)cc1NC(=O)COC(=O)/C=C/c1ccc2c(c1)OCO2
    3.9, -0.8, 3.0, -10.2, -14.1, -1.4, -0.6, 0.6, -0.1, 2.1
- COc1ccc(CNC(=O)c2cc(-n3cnnc3)ccc2Cl)cc1
    -2.0, 2.3, 0.9, -0.1, 28.9, -4.1, -1.4, -1.6, -0.2, -1.1
- CCOC(=O)c1oc2ccc(CNC3CCCCC3)c(Cl)c2c1C
    -6.6, 1.8, -0.5, -4.3, -1.1, -10.7, -1.2, 10.0, -1.3, -1.9
- COc1ccc(-c2cc(-c3n[nH]c(=S)n3-c3cccc4ccccc34)[nH]n2)cc1
    -5.5, 1.5, 8.3, 5.5, -7.0, -1.4, 0.7, -1.3, 1.9, 0.2
- CC(C)(C)SCCNC(=O)c1ccc(NS(C)(=O)=O)cc1
    0.5, -1.7, -7.3, -1.0, -0.1, -3.5, -0.5, 6.3, 0.7, -0.3
- COc1cc(SC)ccc1C(=O)NCc1ccccc1
    -11.2, 0.6, 2.4, 0.2, 0.7, -5.3, -0.5, -2.6, -0.8, -1.6
- Cc1ccc(NC(=O)C2CC(=O)N(CCc3ccccc3)C2)cc1Cl (stereo unspecified)
    -11.6, -3.3, 0.8, 4.4, -12.7, -2.1, 0.3, -2.9, 1.5, 0.2
- Cc1ccc(/C=C/C2=NN(Cc3ccccc3)C(=O)CC2)cc1
    -6.1, -0.7, -0.2, -16.9, -10.8, -5.2, -1.1, -4.8, 1.6, 1.6
- Cc1ccccc1C(=O)Oc1ccc2ccc(O)cc2c1
    -3.0, -0.3, 4.8, -3.9, -7.3, -3.0, -0.5, -11.9, 2.4, -0.9
- COC(=O)c1ccccc1NC(=O)CS(=O)(=O)Cc1nc(-c2ccc(C)cc2)oc1C
    -5.1, -1.8, -15.9, -2.4, -12.0, -3.4, 0.1, -8.4, 1.0, 0.4
- COc1ccccc1C(=O)NC(=O)COC(=O)c1cnccn1
    -7.6, 3.0, -8.4, 10.8, ·, -3.9, 0.4, 4.9, -0.6, 0.2
- COc1ccc2nc3oc(C(=O)N4CCN(c5cccc(C(F)(F)F)c5)CC4)cc3cc2c1
    2.9, 1.6, 1.3, -1.8, -5.2, -1.9, -0.5, -5.6, 8.7, 0.4
- CCc1ccc(OCC(=O)N/N=C/c2ccc(OS(=O)(=O)c3ccc(C)cc3)c(OC)c2)cc1
    -6.8, -1.4, 9.6, 26.4, -10.2, -2.0, -0.3, 1.8, -0.1, -0.6
- CCOC(=O)c1ccc2c(c1)n(CC)c(/C=C/Nc1ccccc1)[n+]2CC
    -17.8, -3.0, -16.1, -2.5, 62.4*, -3.1, -0.1, 5.4, -0.9, 0.5
- C=CCNc1nc(NCCN2CCOCC2)nc(OC)n1
    -3.2, -2.0, 4.1, 0.1, 0.5, -9.5, 1.0, 2.2, 1.1, 0.3
- CCOc1ccc(NC(=O)CN2CCN(c3ccccc3C)CC2)cc1S(=O)(=O)N1CCCC1
    -11.4, -1.9, 7.2, 7.5, -3.9, 1.6, -0.3, -12.9, 1.6, 0.5
- Cn1cc(S(=O)(=O)NCc2ccc(F)cc2)c(=O)n(C)c1=O
    -2.3, 1.0, -0.1, -0.9, 1.1, -2.9, -0.2, 1.7, -0.5, -0.8
- O=C(NCCc1ccccn1)c1ccc(OC2CCN(Cc3ccccn3)CC2)cc1
    -7.2, -1.2, 17.0, -4.6, 1.0, -2.7, -0.2, 0.5, -1.2, -0.3
- Cc1c(OC(C)C(=O)NCCN2CCOCC2)ccc2c3c(c(=O)oc12)CCC3 (stereo unspecified)
    1.0, 0.6, 2.3, 3.6, -2.4, -2.4, -0.2, -1.3, -0.3, 3.3
- COc1cc(NS(=O)(=O)c2ccc(Nc3nc(-c4ccccc4)cs3)cc2)nc(OC)n1
    21.6, -6.9, 7.7, 24.8, -14.3, -0.8, 2.6, -14.5, 6.5, -0.5
- C=CCNC(=O)CCc1nnc(C2(c3ccc(Cl)cc3)CCC2)o1
    -9.7, 1.4, 4.2, -2.7, -4.0, -1.1, -0.3, 0.9, -0.3, -1.1
- C[C@@H](NC(=O)C(=O)c1c[nH]c2ccccc12)c1ccccc1
    -5.9, -4.7, -2.4, -8.4, 1.4, -1.9, -0.8, 2.1, 2.3, 1.3
- CCN(CC)c1ccc(C(=O)N/N=C(\C)c2ccc(O)cc2)cc1
    0.7, -2.5, -8.4, 2.2, -4.6, -6.6, -0.5, 0.1, -0.5, 4.5
- Cc1cnc(NC(=O)c2cc(-c3ccccc3)nn2-c2ccccc2)s1
    -1.4, 0.1, 1.6, -1.0, -5.4, -2.5, 0.0, 19.9, -1.8, -0.9
- Cc1ccc(-n2nc(C)c3c2C(Br)C(C)(C)CC3=O)nc1 (stereo unspecified)
    5.0, 2.0, -7.9, -2.7, 0.8, -7.7, -2.6, 3.2, -1.2, 0.3
- O=C(C1CCC(=O)N(C2CCCCCC2)C1)N1CCN(c2ccccc2Cl)CC1 (stereo unspecified)
    -0.6, -1.8, 10.2, 21.4, -2.3, 3.0, -0.4, -2.8, -0.7, 0.3
- O=C(CC1CCCC1)OCn1nnc2ccccc2c1=O
    -0.8, 4.9, 4.7, -2.3, -10.6, -0.1, -0.2, 3.2, -0.6, -0.3
- O=C(CC1C(=O)NCCN1Cc1ccccc1C(F)(F)F)NCCc1ccccn1 (stereo unspecified)
    6.8, -0.9, 4.2, 0.1, -3.4, -2.1, 0.2, -4.5, -1.4, -0.1
- Cc1cc(NC(=O)CSc2nnc(C)c(=O)[nH]2)no1
    -1.8, 1.4, -4.8, 1.1, 0.3, -4.0, -0.1, 1.3, -2.5, -0.4
- CCO/C=C1\C(=O)N(c2ccccc2)C(=O)c2ccccc21
    -10.7, 9.1, -2.7, 0.1, -7.7, 1.5, -0.3, -9.4, 3.6, ·
- O=C1C(=O)N(Cc2ccccc2)C(=O)N1CCOc1ccccc1
    -0.3, -0.4, -3.6, -0.3, -4.5, -2.9, -0.1, 0.2, -1.0, 0.7
- O=C(O)c1cc(N/N=C/c2ccc(-c3ccc(F)cc3)o2)ccc1Cl
    -2.2, 6.7, 7.6, -5.6, -8.5, -3.6, 0.0, 3.0, 2.7, 3.0
- O=c1[nH]c(N2CCOCC2)nc2ncn(Cc3ccccc3)c12
    10.1, 2.0, 3.0, 2.6, -10.3, -6.8, -0.2, 4.9, -5.1, -0.7
- CCOC(=O)c1[nH]c(C)c(C(=O)OCC(=O)NCc2ccc(Cl)cc2)c1C
    -2.7, -0.5, -8.5, -4.7, -7.6, -3.1, -0.2, 34.2, -0.6, 1.6
- CCCCn1c(-c2sccc2C)n[nH]c1=S
    -13.5, 0.9, 12.2, 0.7, 1.4, 0.1, -0.5, -2.4, 0.0, 0.5
- O=C(N/N=C/c1ccc(O)c(O)c1O)/C(=C/c1ccc([N+](=O)[O-])cc1)NC(=O)c1ccccc1
    26.8*, 1.7, -2.2, 28.3, -16.3, -3.0, 12.3*, 11.9, 23.9, 3.4

Filtered by structure, the entries above containing an NH in an aromatic ring (6)
Each structure is followed by: E coli Lon inh, STEP block, NRP1-CendR mod, SUMO1 PPI mod, Scp-1 inhibitor, MsrA act, TbMetRS inhib, DNMT1 block, LMPTP block, MsrA inh
- COc1ccc(-c2cc(-c3n[nH]c(=S)n3-c3cccc4ccccc34)[nH]n2)cc1
    -5.5, 1.5, 8.3, 5.5, -7.0, -1.4, 0.7, -1.3, 1.9, 0.2
- C[C@@H](NC(=O)C(=O)c1c[nH]c2ccccc12)c1ccccc1
    -5.9, -4.7, -2.4, -8.4, 1.4, -1.9, -0.8, 2.1, 2.3, 1.3
- Cc1cc(NC(=O)CSc2nnc(C)c(=O)[nH]2)no1
    -1.8, 1.4, -4.8, 1.1, 0.3, -4.0, -0.1, 1.3, -2.5, -0.4
- O=c1[nH]c(N2CCOCC2)nc2ncn(Cc3ccccc3)c12
    10.1, 2.0, 3.0, 2.6, -10.3, -6.8, -0.2, 4.9, -5.1, -0.7
- CCOC(=O)c1[nH]c(C)c(C(=O)OCC(=O)NCc2ccc(Cl)cc2)c1C
    -2.7, -0.5, -8.5, -4.7, -7.6, -3.1, -0.2, 34.2, -0.6, 1.6
- CCCCn1c(-c2sccc2C)n[nH]c1=S
    -13.5, 0.9, 12.2, 0.7, 1.4, 0.1, -0.5, -2.4, 0.0, 0.5
